Source: PubChem (Sanford-Burnham Center for Chemical Genomics)
mIAP act: mouse IAP activation; muIAP, CDP-Star luminescence, 30 min; stronger effect = higher value; 1 = vehicle-only enzyme signal, 0 = enzyme-free wells; activation factor at 10 µM; 330,000 compounds, 0.24% hits;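 active means activation factor of at least 2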; further: the source names both 10 and 20 µM as test concentration; values of inactives mirror those of a sister screen read the other way
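Assay system: mouse IAP enzyme; Reagent: CDP-Star chemiluminescent phosphatase substrate; Compound: DMSO-dissolved test compounds; Incubation: 30 min, room temperature; Technique: luminescence from enzymatic CDP-Star hydrolysis; Controls: DMSO-only wells and no-enzyme negative control.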
hIAP block: blocks human intestinal alkaline phosphatase; P09923; purified IAP, CDP-Star luminescence, 30 min; inhibition, % at 10 µM; 330,000 compounds, 0.12% hits; AID 2544;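 active means inhibition reaching a set limit with compound at 10 µM in the primary screen, cut at about 35% in these data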;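 further: plate controls were DMSO wells with enzyme for no effect and no-enzyme buffer wells for full effect; values of inactives mirror those of a sister screen read the other way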
A3G deaminase: inhibitors of human APOBEC3G DNA deaminase | Q9HC16 | recombinant A3G, ssDNA deamination FAM/TAMRA fluorescence | inhibition, % at 20 µM | 330,000 compounds, 0.28% hits | AID 493012;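 active means inhibition of at least 40% at 20 µM, with no more than 30% in the related APOBEC3A deaminase screen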;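 further: plate controls were DMSO wells with A3G for no effect and wells lacking A3G enzyme for full effect; some compounds called inactive have numbers as strong as hits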
Target sequence (Q9HC16 whole entry, looked up): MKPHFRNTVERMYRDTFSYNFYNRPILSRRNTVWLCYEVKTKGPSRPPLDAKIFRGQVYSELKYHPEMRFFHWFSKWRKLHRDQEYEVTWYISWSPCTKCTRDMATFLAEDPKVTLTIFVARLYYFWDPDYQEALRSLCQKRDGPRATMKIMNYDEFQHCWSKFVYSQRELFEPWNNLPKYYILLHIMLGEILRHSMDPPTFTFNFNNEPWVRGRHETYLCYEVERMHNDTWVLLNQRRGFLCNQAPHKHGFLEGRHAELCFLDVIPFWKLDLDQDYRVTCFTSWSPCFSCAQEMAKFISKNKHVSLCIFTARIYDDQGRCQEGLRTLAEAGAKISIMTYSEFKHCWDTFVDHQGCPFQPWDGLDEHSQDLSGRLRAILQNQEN
hIAP activ: increases human intestinal alkaline phosphatase activity; P09923; purified human IAP, CDP-Star luminescence, 30 min; stronger effect = higher value; 1 = vehicle-only enzyme, 0 = enzyme-free background; activation factor at 10 µM; 330,000 compounds, 0.16% hits; AID 2524;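 active means activation factor of the enzyme at least 2-fold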; further: the source names both 10 and 20 µM as test concentration; values of inactives mirror those of a sister screen read the other way
ATG4B inhibitor: ATG4B (human) cysteine protease inhibition; Q9Y4P1; ATG4B cleavage of LC3-PLA2, NBD-HPC fluorescence, 1 h; inhibition, % at 8.33 µM; 340,000 compounds, 0.51% hits; AID 504462; in the data active means inhibition above about 40%
Target sequence (Q9Y4P1 whole entry, looked up): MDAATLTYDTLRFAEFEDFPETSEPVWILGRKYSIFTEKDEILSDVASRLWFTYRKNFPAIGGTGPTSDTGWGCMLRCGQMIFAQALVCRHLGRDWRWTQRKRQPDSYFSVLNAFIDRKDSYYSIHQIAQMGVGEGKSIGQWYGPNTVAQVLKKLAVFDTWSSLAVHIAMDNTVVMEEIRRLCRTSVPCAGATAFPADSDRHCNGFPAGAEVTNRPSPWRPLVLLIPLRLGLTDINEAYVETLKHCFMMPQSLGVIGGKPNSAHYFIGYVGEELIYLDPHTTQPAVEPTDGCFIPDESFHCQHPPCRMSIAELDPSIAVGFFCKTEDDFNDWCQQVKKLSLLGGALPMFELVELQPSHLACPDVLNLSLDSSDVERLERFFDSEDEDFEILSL
MIN6 prolif: MIN6 beta-cell proliferation induction; MIN6 cells proliferation, ATPlite luminescence, 48 h; cells starved in 0.2% serum; 100% = growth in 10% serum; proliferation, % at 10 µM; 330,000 compounds, 0.29% hits; AID 2380;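 active means compounds whose signal lies at least 3.5 SD above the mean of all wells on their plate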;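 further: 0% = DMSO-treated cells in low-serum medium and 100% = 10% serum control; some compounds called inactive have numbers as strong as hits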
MPTP inh: blocks calcium-induced mitochondrial swelling; 360,000 compounds, 1.4% hits; isolated mouse mitochondria, Ca2+ swelling absorbance, 30 min; inhibition, % at 10 µM; AID 602449;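 active means inhibition of 50% or more, scaled per plate between neutral and stimulator controls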;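 further: 0% = DMSO wells given calcium and 100% = 1 mM EGTA wells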
mIAP block: mouse IAP inhibition | purified mouse IAP, CDP-Star luminescence, 30 min | inhibition, % at 10 µM | 330,000 compounds, 0.2% hits;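 active means inhibition of at least 40% at 10 µM in the primary screen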;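 further: plate controls were DMSO with enzyme for no effect and no enzyme wells for full effect; values of inactives mirror those of a sister screen read the other way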
A3A deaminase: human APOBEC3A DNA deaminase inhibition | P31941 | recombinant A3A, FAM/TAMRA ssDNA deamination fluorescence | inhibition, % at 20 µM | 330,000 compounds, 0.41% hits | AID 493011;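 active means at least 40% inhibition at 20 µM here, with at most 30% in a related deaminase screen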;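 further: plate controls were A3A with DMSO for no effect and wells lacking A3A enzyme for full effect; some results filed as inactive read as strong as hits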
Target sequence (P31941 whole entry, looked up): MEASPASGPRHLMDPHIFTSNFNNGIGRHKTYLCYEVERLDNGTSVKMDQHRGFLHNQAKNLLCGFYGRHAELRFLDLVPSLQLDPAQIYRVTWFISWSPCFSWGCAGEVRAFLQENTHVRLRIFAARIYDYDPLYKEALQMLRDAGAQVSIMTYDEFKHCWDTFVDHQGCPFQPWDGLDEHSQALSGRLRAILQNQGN
* marks the source's active call; other numbers are inactive results; . = no result given.

SMILES	mIAP act	hIAP block	A3G deaminase	hIAP activ	ATG4B inhibitor	MIN6 prolif	MPTP inh	mIAP block	A3A deaminase
CCOP(=O)(OCC)C(Nc1cccc([N+](=O)[O-])c1)c1ccccc1 (stereo not drawn)	0.95	-54	-8	1.5	-10	-1	1.5	5	-3
CCOc1ccccc1-c1nnc(SCC(=O)NC2(C#N)CCCC2)o1	1	11	-2	0.89	2	-4	-0.9	0	2
Cc1ccccc1N1CCN(CCN2C(=O)CC(=C3c4ccccc4-c4ccccc43)C2=O)CC1	0.85	-18	1	1.2	20	-3	-2.4	15	2
[O-]/C(=C(\C(=S)NCc1ccc2c(c1)OCO2)[n+]1ccccc1)c1ccc(Cl)s1	0.78	-5	12	1.1	-3	-4	-1.2	22	-1
CCOc1ccccc1C(=O)NCC(=O)NCCCc1ccccc1	1	0	-6	1	-4	-1	1.4	-2	-3
CCN(C(=O)CSc1nc2ccc(Cl)cc2[nH]1)C1CCS(=O)(=O)C1 (stereo not drawn)	1.1	-7	-9	1.1	0	0	0.9	-6	-2
CN1CCN(C(=O)c2cc(-c3ccco3)on2)CC1	1.1	1	0	0.99	-7	-1	-0.1	-9	-3
O=C(CO/N=C/c1ccc(OC(F)F)cc1)NCc1ccc(F)cc1	1	-13	-2	1.1	1	-3	-1.4	-4	1
COc1ccccc1C(=O)N/C(N)=N/c1nc2ccccc2o1	1.1	6	1	0.94	-1	-1	-0.3	-6	5
CCOC(=O)N1CCC(N2CCN(Cc3ccc(F)c(F)c3)C(CCO)C2)CC1 (stereo not drawn)	0.84	7	-7	0.93	-18	1	2.4	16	-4
Cc1ccccc1C(=O)NC(CC(C)C)C(=O)OCC(=O)c1c(N)n(C)c(=O)n(C)c1=O (stereo not drawn)	1	-7	-4	1.1	-1	-2	-0.4	-4	1
CCOC(=O)N1CCN(C(=S)Nc2ccccc2C(C)C)CC1	0.95	12	-9	0.88	-6	-2	-5.1	5	-7
COc1ccc(NC(=S)N2CCC(c3ccccc3)C2)cc1 (stereo not drawn)	1.1	1	-3	0.99	-2	3	-0.3	-8	1
CCN(CC)CCNCC(=O)N1c2ccccc2CCc2ccc(NC(=O)OC)cc21	0.97	-26	-3	1.3	-1	-2	0.2	3	0
COC(=O)CSc1nnc(-c2ccoc2C)n1-c1ccc(OC)cc1	1.1	-12	-2	1.1	-6	-1	4.5	-12	2
CC1CCC(C(=O)NC(C(=O)Nc2ccccn2)C(C)C)CC1 (stereo not drawn)	0.92	2	-11	0.98	4	-1	-1.8	8	-3
CCCC(=O)c1cc2ccccc2oc1=O	0.94	-65	-3	1.6	-5	4	-0.2	6	-2
O=C1Nc2ccccc2OC1CC(=O)N1CCCC1 (stereo not drawn)	1.1	-25	7	1.3	-13	-4	-1.0	-10	-1
COc1cccc2sc3cc(NCCCN4CCOCC4)ccc3c(=O)c12	1	0	-2	1	-15	-2	-1.0	-5	1
COc1ccc(CN2CC(C(N)=O)Oc3ccccc32)cc1F (stereo not drawn)	0.99	28	-8	0.72	6	0	-0.4	1	-3
Cc1ccc(NC(=O)CSc2nnc(-c3cc(C)[nH]n3)n2N)cc1	1	-14	-3	1.1	3	-2	-2.4	-4	-2
CC1(C)CC(=O)C([N+](=O)[O-])=C(NCCCO)C1	0.98	-7	-2	1.1	2	-1	-2.1	2	0
C[C@@H](C(=O)Nc1ccc2ccccc2c1)[C@H]1C[C@]1(C)[C@H](NC(=O)c1cnccn1)c1ccccc1	1	17	-8	0.83	-11	-4	0.2	-5	-1
Cc1ccccc1NC(=O)CCC(=O)OCC(=O)c1ccc(-c2ccccc2)cc1	0.99	13	-4	0.87	5	7	2.3	1	-2
CCn1c2ccccc2c2nc3ccccc3nc21	1	8	-5	0.92	3	1	0.0	-3	-1
CC(=O)N1CCN(c2ccccc2NC(=O)c2ccc(-c3cccc([N+](=O)[O-])c3)o2)CC1	1	-4	-5	1	0	0	3.3	0	-8
O=C(COC(=O)c1cccc(O)c1)Nc1ccc(OC(F)F)cc1	1.1	14	-10	0.85	-2	-1	1.9	-6	1
Cn1ncc(N)c1C(=O)Nc1cccc(C(F)(F)F)c1	1.1	2	-1	0.98	1	-1	3.4	-8	-6
CCc1ccc(NC(=O)c2ccc3c(=O)n4c(nc3c2)CCCCC4)cc1	0.94	5	-3	0.95	-10	-4	2.7	6	5
Cc1ccc(N2C(=O)N3[C@H]4c5ccccc5OC[C@@H]4[C@@H](c4ccccc4)[C@@]3(C)C2=O)cc1	0.96	22	-4	0.78	0	-4	1.8	4	-3
C=CCSc1nnc2c(n1)OC=Nc1ccccc1-2	0.94	-9	-11	1.1	-11	-3	-2.2	6	-4
Fc1ccccc1-c1cc2cc3c(cc2cn1)OCO3	0.92	-15	-2	1.1	3	-5	1.1	8	7
OCCN(Cc1nc(-c2ccc3c(c2)OCO3)no1)Cc1cccs1	1.1	0	-5	1	-8	4	1.9	-6	0
COc1ccc(NC(=O)CSc2nnc(NC(=O)C3CCC3)s2)cc1	1	4	-8	0.96	-2	-2	-0.2	-4	-4
N#C/C(N=Nc1ccccc1O)=N\Nc1ccccc1O	0.8	-40	19	1.4	-3	-9	126*	20	-7
COC(=O)c1c(NC(=O)c2c(Cl)cnn2C)sc(C)c1C	0.99	-16	-5	1.2	-7	-2	1.4	1	-2
O=C(NCCCN1CCOCC1)c1onc(CSc2ccccc2)c1C(=O)NCCCN1CCOCC1	1.1	4	-8	0.96	-8	-6	-0.7	-8	1
CC(C)c1nc(C(=O)N2CCCC(N3CCN(c4cccc(Cl)c4)CC3)C2)cs1 (stereo not drawn)	0.94	-29	-5	1.3	-4	1	-0.9	6	0
COCCN(C(=O)Cc1cccs1)C(C(=O)NCc1ccc(OC)cc1)c1ccc(OC)cc1 (stereo not drawn)	1	5	-6	0.95	-5	-2	-0.2	-2	0
COc1cc(C(=O)NCC(=O)OCn2nnc3ccccc3c2=O)cc(OC)c1OC	0.98	13	-9	0.87	-2	-4	0.8	2	-3
CN(Cc1ccccc1)C(=O)c1ccc(NC(=O)Cc2cccc(NC(=O)C3CCCN(C(=O)C4CCCCC4)C3)c2)cc1 (stereo not drawn)	1.6	2	-8	0.98	-6	-4	0.1	-56	1
Cc1ccc(C(=O)CSc2nnc3ccccn23)c(C)c1	1.1	-8	6	1.1	-3	-3	4.4	-11	-4
CCOC(=O)Cc1csc(SCC(=O)Nc2cc(C)ccc2OC)n1	1	-7	-6	1.1	0	-1	3.4	-4	1
CCOc1ccc(NC(=O)COC(=O)Cn2cnc3ccccc32)cc1	1	-6	-6	1.1	-12	-1	-0.2	-2	-4
O=C(CS(=O)(=O)c1cn(CC(=O)N2CCOCC2)c2ccccc12)NCc1ccccc1	0.98	-25	-8	1.3	4	3	-1.6	2	-1
CCC(=O)NC(=S)Nc1ccc(N2CCOCC2)cc1	1	17	-3	0.83	8	-3	-0.9	-4	-2
CCOC(=O)c1c(C)n(-c2ccccc2)c2ccc(OCCN(C)C)cc12	1.1	-22	3	1.2	-3	-7	-0.9	-7	-1
COc1ccccc1C#Cc1ccc2c(=O)c3ccccc3n(C)c2c1	0.96	2	-8	0.98	5	-8	0.4	4	1
COc1ccc(CNC(=O)C2(C)Cc3ccccc3C(=O)O2)cc1 (stereo not drawn)	1	-10	-6	1.1	-8	-1	1.9	-1	-5
COc1ccc(CC(=O)Nc2ccncc2Cl)cc1	1	20	-5	0.8	-3	-5	16	0	-5

Additional records follow.
SMILES	mIAP act	hIAP block	A3G deaminase	hIAP activ	ATG4B inhibitor	MIN6 prolif	MPTP inh	mIAP block	A3A deaminase
c1ccc(CCN2CN=C(Nc3nc4ccccc4o3)NC2)cc1	0.96	8	-3	0.92	0	-2	-0.9	4	3
C[C@@H]1O[C@@H](OC2C(O)C(OCCc3ccc(O)c(O)c3)OC(CO)C2OC(=O)/C=C/c2ccc(O)c(O)c2)[C@H](O)[C@H](O)[C@H]1O (stereo partly drawn)	0.54	26	-9	0.74	.	-6	.	46*	-6
CCOc1ccc(NC(=O)c2ccc(NC(=O)c3ccc(CN4CCOCC4)cc3)cc2)cc1	1	-4	2	1	-1	-3	2.8	-2	-1
O=C(O)CCn1c(SCc2cccc3ccccc23)nc2ccccc21	1.1	6	0	0.94	24	0	12	-10	3
CC(C)(C)OC(=O)N1CCC(CC2CC(c3cccc(Br)c3)=NO2)(C(=O)NCC2CCCCC2)CC1 (stereo not drawn)	1.3	22	6	0.78	-6	-8	.	-31	0
Cc1ccc(CSc2ccc(S(=O)(=O)N3CCCCC3)cn2)cc1	0.93	6	-10	0.94	5	0	-0.7	7	1

A stretch of the results above, as a working copy:
SMILES	mIAP act	hIAP block	A3G deaminase	hIAP activ	ATG4B inhibitor	MIN6 prolif	MPTP inh	mIAP block	A3A deaminase
Cc1ccc(C(=O)CSc2nnc3ccccn23)c(C)c1	1.1	-8	6	1.1	-3	-3	4.4	-11	-4
CCOC(=O)Cc1csc(SCC(=O)Nc2cc(C)ccc2OC)n1	1	-7	-6	1.1	0	-1	3.4	-4	1
CCOc1ccc(NC(=O)COC(=O)Cn2cnc3ccccc32)cc1	1	-6	-6	1.1	-12	-1	-0.2	-2	-4
O=C(CS(=O)(=O)c1cn(CC(=O)N2CCOCC2)c2ccccc12)NCc1ccccc1	0.98	-25	-8	1.3	4	3	-1.6	2	-1
CCC(=O)NC(=S)Nc1ccc(N2CCOCC2)cc1	1	17	-3	0.83	8	-3	-0.9	-4	-2
CCOC(=O)c1c(C)n(-c2ccccc2)c2ccc(OCCN(C)C)cc12	1.1	-22	3	1.2	-3	-7	-0.9	-7	-1
COc1ccccc1C#Cc1ccc2c(=O)c3ccccc3n(C)c2c1	0.96	2	-8	0.98	5	-8	0.4	4	1
COc1ccc(CNC(=O)C2(C)Cc3ccccc3C(=O)O2)cc1 (stereo not drawn)	1	-10	-6	1.1	-8	-1	1.9	-1	-5
COc1ccc(CC(=O)Nc2ccncc2Cl)cc1	1	20	-5	0.8	-3	-5	16	0	-5
c1ccc(CCN2CN=C(Nc3nc4ccccc4o3)NC2)cc1	0.96	8	-3	0.92	0	-2	-0.9	4	3
C[C@@H]1O[C@@H](OC2C(O)C(OCCc3ccc(O)c(O)c3)OC(CO)C2OC(=O)/C=C/c2ccc(O)c(O)c2)[C@H](O)[C@H](O)[C@H]1O (stereo partly drawn)	0.54	26	-9	0.74	.	-6	.	46*	-6
CCOc1ccc(NC(=O)c2ccc(NC(=O)c3ccc(CN4CCOCC4)cc3)cc2)cc1	1	-4	2	1	-1	-3	2.8	-2	-1
O=C(O)CCn1c(SCc2cccc3ccccc23)nc2ccccc21	1.1	6	0	0.94	24	0	12	-10	3
CC(C)(C)OC(=O)N1CCC(CC2CC(c3cccc(Br)c3)=NO2)(C(=O)NCC2CCCCC2)CC1 (stereo not drawn)	1.3	22	6	0.78	-6	-8	.	-31	0
Cc1ccc(CSc2ccc(S(=O)(=O)N3CCCCC3)cn2)cc1	0.93	6	-10	0.94	5	0	-0.7	7	1
